LYP phosphatase: PTPN22 lymphoid phosphatase activity blockers – biochemical, fluorescence intensity, uHTS (AID 1779); recombinant LYP phosphatase, fluorescence intensity; higher % means a stronger effect; actives 0.054% (n = 290,000); one-dose inhibition, % at 11.5 µM; IC50 in µM for titrated hits; in the data active = inhibition above about 50%;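 also: plate controls were vehicle with enzyme for no effect and no enzyme for full effect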
Siah-1 displacement: Siah-1 peptide-binding antagonists, primary screen, biochemical, fluorescence polarization, rhodamine-plectin, uHTS (AID 1817); actives 0.02% (n = 290,000); displacement, % at 20 µM, or IC50 in µM where a hit was titrated; Siah-1 / rhodamine-plectin peptide fluorescence polarization; higher % means a stronger effect;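 active = displacement of at least 50% at 20 µM, with a fluorescence ratio check between 0.3 and a set limit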;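 also: plate controls were Siah plus tracer with DMSO for no effect and tracer alone without Siah for full effect; strong numbers were not always called active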
NS5 inhibitors: Dengue-2 NS5 methyltransferase inhibitors, primary screen, biochemical, confirmation dose response (AID 588689); Dengue-2 NS5 methyltransferase capping enzyme assay, biochemical; higher % means a stronger effect; inhibition, % at 25 µM, or IC50 in µM where a hit was titrated; actives 0.3% (n = 340,000); in the data active = a potency from the dose series; inconclusive = inhibition above about 29% without an active follow-up result
SV40 large T antigen: SV40 large T antigen inhibitors, biochemical (AID 1903). SV40 large T antigen ATPase/helicase inhibition assay; higher % means a stronger effect. one-dose inhibition, % at 20 µM; IC50 in µM for titrated hits. actives 0.39% (n = 310,000); in the data active = a potency from the dose series; inconclusive = inhibition mostly from about 32% at the one dose, without a potency; inactive = the rest, 99 in 100 with inhibition below about 32%; also: strong numbers were not always called active
MgcRacGAP inhibition: MgcRacGAP GTPase-activating activity inhibitors, confirmation, biochemical, ADP Hunter fluorescence; AID 624330; inhibition, % at 30 µM; hits with a dose series show IC50 in µM; actives 0.6% (n = 340,000); MgcRacGAP-stimulated Rac1 GTP hydrolysis, ADP Hunter fluorescence; higher % means a stronger effect; GST-tagged Rac1 F28L mutant substrate;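 active = first-screen hits whose inhibition reached a set limit at any dose in the follow-up dose series; inconclusive = inhibition above the set first-screen limit but never retested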;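 also: fluorescence reports GDP produced by GAP-driven GTP hydrolysis; strong numbers were not always called active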
RSV antiviral HEp-2: RSV antiviral activity via CPE protection, HEp-2 cells, primary 10 µM value included (AID 2391) | HEp-2 cells, RSV-induced CPE inhibition; higher % means a stronger effect | CPE inhibition, % at 10 µM, or IC50 in µM where a hit was titrated | actives 0.13% (n = 310,000); in the data active = a potency from the dose series; inconclusive = CPE inhibition mostly from about 23% at the one dose, without a potency; inactive = the rest, 99 in 100 with CPE inhibition below about 21%; also: strong numbers were not always called active
HIV peptide binding: inhibitors of HIV fusion peptide binding, primary screen, biochemical, uHTS, fluorescence dequenching (AID 1986); actives 0.3% (n = 290,000); inhibition, % at 20 µM, or IC50 in µM where a hit was titrated; cell-free peptide binding, fluorescence dequenching, 30 min; higher % means a stronger effect; in the data active = inhibition mostly above about 52%, no sharp cut-off; inactive = mostly below about 76%; also: some results filed as inactive read as strong as hits
AID2073: inhibitors of Mint1-CaV2.2 protein interaction, biochemical, HTRF (AID 2073). HTRF protein-protein interaction, Mint1-CaV2.2; higher % means a stronger effect. inhibition, % at 20 µM, or IC50 in µM where a hit was titrated. actives 0.19% (n = 290,000); in the data active = inhibition mostly above about 51%, no sharp cut-off; inconclusive = no clear call, values can overlap the other calls; inactive = mostly below about 53%; also: some results filed as inactive read as strong as hits
XIAP displacement: XIAP antagonists, biochemical, IAP family, fluorescence polarization (AID 1018); XIAP BIR domain, fluorescence polarization peptide displacement; higher % means a stronger effect; actives 0.007% (n = 200,000); displacement, % at 20 µM, or IC50 in µM where a hit was titrated; in the data active = displacement above about 50%; also: a part of the inactive calls stands beside numbers as strong as those of hits
NS5 inhibitors pilot replicate: second read-out of NS5 inhibitors, no call of its own (marks repeat the call); inhibition, %; measured here: pilot screen replicate inhibition
* hit, by the source's call; ? = inconclusive; . = not tested or not shown.

SMILES	LYP phosphatase	Siah-1 displacement	NS5 inhibitors	SV40 large T antigen	MgcRacGAP inhibition	RSV antiviral HEp-2	HIV peptide binding	AID2073	XIAP displacement	others
CC(Oc1ccc(C(=O)c2ccccc2)cc1)C(=O)Nc1ccc(S(N)(=O)=O)cc1 (configuration not stated)	-5%	8%	-11%	0%	2%	1.1%	-0.6%	2%	-2.5%
Cc1cc([N+](=O)[O-])ccc1NCc1ccc2c(c1)OCCO2	-4%	-2%	-9%	9%	9%	?	-0.4%	0%	.
COc1ccc(NC(=O)C2CCCN(S(=O)(=O)c3cccs3)C2)cc1OC (configuration not stated)	-9%	3%	-6%	-2%	-7%	2.6%	-6.4%	20%	0.3%
Cc1cc(NCCOCCO)n2c(nc3ccccc32)c1C#N	-20%	2%	-5%	8%	10%	0.7%	4.1%	35%	.
Cc1ccc(C(=O)Nc2c(C#N)c(C)c(C)n2Cc2ccccc2)cc1	2%	-1%	-5%	11%	8%	1.9%	0.7%	5%	-7.2%
CCCCCCn1c(SCCC)nc2c1c(=O)[nH]c(=O)n2C	-2%	-5%	-7%	5%	2%	5.2%	5.2%	-10%	-12%
O=C(NC1CCCCC1)N1CCN(C(=O)c2ccco2)CC1	-9%	0%	-5%	13%	-2%	0.2%	-1.0%	0%	-5.0%
O=C(c1ccc(Br)s1)N1CCN(C/C=C/c2ccccc2)CC1	-2%	-2%	-5%	5%	5%	12%	-1.1%	0%	-6.6%
Cc1cc(C)n(-c2ccc(C(=O)Nc3ccc(C)c(S(=O)(=O)N(C)C)c3)cc2)n1	-2%	1%	2%	7%	7%	13%	-2.4%	0%	-4.8%
C=C(C)c1cccc(C(C)(C)NC(=O)Nc2nnc(C(C)C)s2)c1	-1%	1%	-5%	11%	-3%	1.5%	2.0%	-12%	.
CCCn1nnnc1NCc1c(F)cccc1Cl	-10%	-4%	-4%	28%	11%	0.2%	-0.5%	29%	-4.0%
COc1cccc(NC(=O)CN(C2=NC3CS(=O)(=O)CC3S2)c2cccc(C)c2)c1 (configuration not stated)	-9%	14%	-3%	10%	16%	3.7%	-0.3%	-1%	.
CC(=O)c1cccc(NC(=O)c2ccc(NS(=O)(=O)c3c(C)noc3C)cc2)c1	-5%	-1%	-5%	0%	8%	2.8%	-2.9%	1%	-1.0%
COc1ccc(N2CCN(C(=O)COCC(=O)O)CC2)cc1	5%	-4%	12%	12%	6%	2.9%	-0.5%	-4%	-1.6%
Cc1cc(C)nc(SCC(=O)N/N=C\C(Br)=C\c2ccccc2)n1	1%	5%	9%	23%	0%	5.2%	-1.1%	-11%	-7.5%
COC(=O)/C=C1\N/C(=N/c2nc(C)c3cc(OC)ccc3n2)NC1=O	-6%	2%	-1%	9%	7%	?	-2.2%	4%	.
Cc1ccc(CN2CC(C(=O)Nc3ccccc3N3CCCC3)CC2=O)cc1 (configuration not stated)	.	.	-7%	23%	10%	1.1%	.	.	.
CCOC(=O)N1CCC(N2C(=O)c3ccc(C(=O)NCc4ccc(F)cc4)cc3C2=O)CC1	-3%	0%	1%	16%	-6%	1.7%	-2.0%	5%	-8.7%
COc1cccc(C2C(C#N)=C(N)OC(C(C)(C)C)=C2C#N)c1 (configuration not stated)	-1%	2%	-2%	10%	14%	0.7%	-2.3%	3%	-1.7%
O=C(c1cccc(C(=O)N2CCN(c3ncccn3)CC2)c1)N1CCN(c2ncccn2)CC1	1%	3%	-2%	13%	11%	0.1%	0.9%	-5%	-1.2%
CCc1ccc(N2CSC3=C(C#N)C(c4cccs4)CC(=O)N3C2)cc1 (configuration not stated)	-7%	0%	8%	?	21%	8.0%	34%	13µM*	-0.6%	NS5 inhibitors pilot replicate=24
CN1CCC(=NNC(=O)CSc2ccc(Cl)cc2)CC1	-4%	2%	0%	8%	6%	1.7%	-0.8%	3%	-7.3%
COc1ccc(NS(=O)(=O)c2ccc(OCC(=O)N3CCCC3)cc2)cc1	-1%	4%	1%	2%	8%	2.3%	-0.3%	-4%	-4.7%
CCc1nc(C(N)=O)c2[nH]c(=O)n(-c3ccccc3F)c2n1	-9%	-6%	-10%	11%	7%	1.0%	-0.3%	7%	.
COCCNS(=O)(=O)c1cc(OC)c(C)cc1C	-8%	-7%	-5%	23%	2%	0.2%	0.0%	-4%	-8.5%
CC(=O)c1ccc(S(=O)(=O)N(C)C(C)CCc2ccco2)cc1 (configuration not stated)	-5%	-6%	-7%	9%	6%	2.4%	-1.6%	0%	.
COc1cc(OC)cc(C(=O)N2CCC3(CC2)NCCc2[nH]cnc23)c1	-10%	-2%	4%	6%	10%	1.1%	2.7%	2%	.
CC(=O)c1sc(Nc2cccc(C)c2)nc1C	-12%	-4%	-13%	0%	1%	8.4%	0.2%	16%	-2.8%
O=C(NC1CCSc2ccccc21)c1ccc(F)c(S(=O)(=O)N2CCOCC2)c1 (configuration not stated)	-6%	-1%	-5%	-8%	-2%	0.7%	-0.4%	6%	.
O=C(COC(=O)CCSc1ccc(Cl)cc1)NCc1ccc(Cl)cc1	-1%	-1%	-10%	15%	13%	1.2%	-0.1%	4%	-0.1%
CC(Oc1ccc(Cl)cc1)C(=O)NCC1CCCO1 (configuration not stated)	-12%	2%	-6%	9%	5%	1.2%	0.0%	0%	.
N=C(N)SCCc1cnc[nH]1	.	.	0%	11%	0%	2.3%	.	.	.
O=c1cc(CN2CCOCC2)c2cc(Cl)ccc2o1	-4%	-1%	-4%	11%	6%	3.1%	0.0%	-4%	.
COc1cc(-c2cc(C(=O)Nc3cccc(C(C)=O)c3)c3ccccc3n2)cc(OC)c1OC	-1%	-5%	6%	11%	6%	4.6%	-0.8%	22%	.
CCCCn1c(N)c(N(CCOC)C(=O)COC(=O)COc2ccc(CC)cc2)c(=O)[nH]c1=O	.	.	3%	8%	0%	2.5%	.	.	.
Cc1ncc(CSc2nnnn2-c2ccccc2)c(N)n1	-3%	4%	1%	19%	13%	4.5%	-0.8%	-3%	-6.1%
COc1ccc(-c2nc(SC(CC(=O)NCc3ccccc3)c3ccc(OC)c(OC)c3)n[nH]2)cc1 (configuration not stated)	-6%	1%	-9%	21%	7%	3.4%	-1.4%	5%	-9.2%
CCOc1ccccc1N(CC(=O)NCCSc1ccccn1)S(=O)(=O)c1ccccc1	-6%	-5%	-1%	-7%	8%	2.1%	-1.4%	5%	.
Cc1ccc(C(=O)N/C(=C\c2ccccc2)C(=O)NCCCn2ccnc2)cc1	-2%	6%	-1%	10%	3%	-1.6%	-0.3%	0%	-2.3%
OC(CSc1ccccc1Cl)CN1CCN(c2ccccc2F)CC1 (configuration not stated)	-6%	3%	0%	-7%	2%	-1.3%	0.4%	-8%	3.7%
CC(C)CC(=O)Nc1nnc(SCC(=O)Nc2ccc(F)cc2)s1	3%	5%	2%	9%	7%	-1.3%	1.2%	0%	-4.7%
COc1ccc(C(C)=O)cc1CSc1nc2cc(C(=O)O)ccc2c(=O)n1Cc1ccccc1	2%	16%	4%	10%	-3%	5.9%	62%*	8%	-4.1%
CSc1nnc(-c2ccc(S(=O)(=O)N3CCCC3)cc2)n1C	-6%	0%	-4%	3%	-6%	0.7%	-2.5%	-2%	-4.0%
CC(=O)N1CCc2cc(S(=O)(=O)Nc3ccc(C)cc3)ccc21	-3%	-1%	2%	-1%	7%	3.2%	-1.7%	11%	.
COC(/C=C/Nc1ccc(Cl)cc1)=C(C#N)C#N	-2%	-8%	0%	-5%	9%	2.5%	-1.2%	6%	-3.1%
Clc1ccc(-n2nnnc2SCc2c(-c3ccccc3)nc3sccn23)cc1	4%	-2%	-3%	16%	5%	11%	0.5%	24%	-3.8%
O=S(=O)(c1ccc(F)cc1)N1CCc2ccccc2C1	-5%	0%	-5%	8%	11%	1.7%	-0.2%	5%	.
CC1C(=O)NC(=O)C1c1ccccc1 (configuration not stated)	-9%	-2%	0%	4%	6%	0.7%	-0.8%	4%	.
Cn1cc(CN2CCC(C(=O)Nc3cccc(-c4cccc(F)c4)c3)CC2)cn1	-6%	12%	-3%	21%	6%	-0.7%	-1.5%	4%	.
COc1ccc(-c2nnc(SCC(C)C)o2)cc1	-5%	0%	-18%	-2%	0%	1.5%	-0.7%	1%	.
New compounds follow.
SMILES	LYP phosphatase	Siah-1 displacement	NS5 inhibitors	SV40 large T antigen	MgcRacGAP inhibition	RSV antiviral HEp-2	HIV peptide binding	AID2073	XIAP displacement	others
CCC(C)n1ncn(-c2ccc(N3CCN(c4ccc(OC)cc4)CC3)cc2)c1=O (configuration not stated)	-3%	-2%	-3%	20%	6%	1.4%	-1.7%	-2%	-13%
CC(=O)Nc1cccc(-c2cn3ccc(C)cc3n2)c1	6%	7%	-3%	11%	27%	-0.5%	1.2%	7%	-8.2%
CCCn1c(N)c(N2CCCCC2)c(=O)n(CC(=O)Nc2ccccc2C)c1=O	0%	-2%	4%	18%	12%	1.1%	2.0%	11%	-8.2%
CCOC(=O)CCNC(=O)N1CCCC(CCC(=O)N(C)CCc2ccccn2)C1 (configuration not stated)	-10%	-4%	-1%	.	2%	1.3%	-1.2%	5%	-1.5%
O=C(CN1CCOCC1)Nc1ccc(N2CCN(c3ccccc3)CC2)c(F)c1	-3%	0%	3%	12%	-9%	9.0%	-0.3%	-9%	-10%

By substructure: the entries above with two or more sulfur atoms.
SMILES	LYP phosphatase	Siah-1 displacement	NS5 inhibitors	SV40 large T antigen	MgcRacGAP inhibition	RSV antiviral HEp-2	HIV peptide binding	AID2073	XIAP displacement	others
COc1ccc(NC(=O)C2CCCN(S(=O)(=O)c3cccs3)C2)cc1OC (configuration not stated)	-9%	3%	-6%	-2%	-7%	2.6%	-6.4%	20%	0.3%
COc1cccc(NC(=O)CN(C2=NC3CS(=O)(=O)CC3S2)c2cccc(C)c2)c1 (configuration not stated)	-9%	14%	-3%	10%	16%	3.7%	-0.3%	-1%	.
CCc1ccc(N2CSC3=C(C#N)C(c4cccs4)CC(=O)N3C2)cc1 (configuration not stated)	-7%	0%	8%	?	21%	8.0%	34%	13µM*	-0.6%	NS5 inhibitors pilot replicate=24
O=C(NC1CCSc2ccccc21)c1ccc(F)c(S(=O)(=O)N2CCOCC2)c1 (configuration not stated)	-6%	-1%	-5%	-8%	-2%	0.7%	-0.4%	6%	.
CCOc1ccccc1N(CC(=O)NCCSc1ccccn1)S(=O)(=O)c1ccccc1	-6%	-5%	-1%	-7%	8%	2.1%	-1.4%	5%	.
CC(C)CC(=O)Nc1nnc(SCC(=O)Nc2ccc(F)cc2)s1	3%	5%	2%	9%	7%	-1.3%	1.2%	0%	-4.7%
CSc1nnc(-c2ccc(S(=O)(=O)N3CCCC3)cc2)n1C	-6%	0%	-4%	3%	-6%	0.7%	-2.5%	-2%	-4.0%
Clc1ccc(-n2nnnc2SCc2c(-c3ccccc3)nc3sccn23)cc1	4%	-2%	-3%	16%	5%	11%	0.5%	24%	-3.8%

Bioassay records deposited in PubChem BioAssay by several laboratories.
